Assay outcomes (PubChem BioAssay)
FN deposition inh: fibronectin deposition inhibition. hit rate 0.086% among 350,000. AH1F fibroblasts, Alexa488-fibronectin deposition fluorescence, overnight. inhibition, % at 12.6 µM;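 active means mean inhibition across replicates of 30% or more, regardless of how many single replicates reach that level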;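 further: positive control wells lacked labelled fibronectin entirely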
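Assay system: AH1F fibroblast monolayer, labelled fibronectin deposition. Amount: 10000 cells per well. Also added: labelled fibronectin 24 nM. Compound: single-point pinned compound. Incubation: cell attachment 1 h, compound and FN exposure overnight. Detection: fluorescence after three HBSS washes, excitation 485 nm, emission 525 nm. Read-out: inhibition of fibronectin deposition signal.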
S100A4 MyoIIA: S100A4-myosin IIA interaction inhibition; AID 652163; hit rate 0.14% among 360,000; inhibition, % at 10.7 µM; P26447; S100A4/TAMRA-MyoIIA peptide fluorescence polarization;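 active means mean inhibition of at least 70% across replicates, with every replicate also reaching that level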
Target sequence (P26447 whole entry, looked up): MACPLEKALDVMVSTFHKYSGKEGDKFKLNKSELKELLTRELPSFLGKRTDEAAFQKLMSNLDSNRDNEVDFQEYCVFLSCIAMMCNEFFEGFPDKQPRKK
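Compound dosing: one dose per compound; test system: human S100A4 monomer with TAMRA-labelled myosin IIA peptide; probe or stimulus: TAMRA-labelled myosin IIA heavy-chain peptide probe, 5 nM; medium: HEPES buffer with Ca2+, pH 7.2; schedule: 5 min incubation before reading; benchmarks: neutral control DMSO, positive control TFP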
XiGFP reactiv: X-chromosome reactivation activator. XiGFP mouse fibroblasts, % GFP-positive cells imaging, 3 d; cells co-treated with 5-aza-dC sensitizer; scaled so ellipticine positive control = 100%. activation, % at 7.58 µM. hit rate 0.055% among 360,000. AID 743238;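 active means mean normalized replicate activation at least 10% and every replicate at or above 10%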;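 further: 0% = median of on-plate neutral control wells and 100% = ellipticine 6 µM median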
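System: 68-5-11 XiGFP fibroblast line; Timing: 3 days compound exposure; Compound dosing: one concentration, pinned; Benchmarks: positive control ellipticine, 6 µM final; Buffer or medium: DMEM containing 5-aza-dC.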
EWS-Fli block: blocks EWS/Fli oncoprotein-driven transcription. hit rate 0.67% among 350,000. AID 651661. inhibition, % at 12.6 µM. A673 NR0B1-luciferase reporter, viability-normalised;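 active means mean inhibition of at least 50% after viability correction, with every replicate also passing that limit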;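 further: firefly luciferase signal divided by Alamar Blue viability fluorescence both relative to DMSO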
RAD54 inh: RAD54 (human) branch migration inhibition. Q92698. RAD54 Holliday junction branch migration, FAM/BHQ fluorescence. inhibition, % at 10.4 µM. hit rate 0.14% among 360,000;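 active means mean normalized replicate activity at least 40 and at least half of replicates scoring 40 or more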;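 further: 0% = median of neutral control wells and 100% = median of positive control wells; inhibitors cause a drop in the FAM fluorescence signal; in these data hits start at about 50%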
Target sequence (Q92698 whole entry, looked up): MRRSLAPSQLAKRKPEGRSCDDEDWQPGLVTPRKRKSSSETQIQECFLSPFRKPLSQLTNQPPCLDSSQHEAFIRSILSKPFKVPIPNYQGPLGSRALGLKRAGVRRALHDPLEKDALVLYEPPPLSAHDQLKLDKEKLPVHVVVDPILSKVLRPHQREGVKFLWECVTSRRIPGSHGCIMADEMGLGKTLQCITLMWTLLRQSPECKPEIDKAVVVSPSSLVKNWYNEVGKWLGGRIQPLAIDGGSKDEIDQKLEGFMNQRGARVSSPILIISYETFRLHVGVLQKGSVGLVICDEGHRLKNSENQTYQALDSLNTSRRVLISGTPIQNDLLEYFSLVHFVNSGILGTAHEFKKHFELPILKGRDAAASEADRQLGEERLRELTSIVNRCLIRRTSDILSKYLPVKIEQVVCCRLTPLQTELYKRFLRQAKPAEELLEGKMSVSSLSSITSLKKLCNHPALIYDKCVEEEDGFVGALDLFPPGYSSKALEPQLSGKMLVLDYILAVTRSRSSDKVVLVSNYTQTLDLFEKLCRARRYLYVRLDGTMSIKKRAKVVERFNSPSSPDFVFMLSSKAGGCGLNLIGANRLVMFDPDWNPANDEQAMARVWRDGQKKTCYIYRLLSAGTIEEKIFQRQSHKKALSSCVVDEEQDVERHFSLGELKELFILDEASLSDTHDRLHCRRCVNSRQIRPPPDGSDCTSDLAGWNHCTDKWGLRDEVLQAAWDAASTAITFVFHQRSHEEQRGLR
esBAF inh: inhibitors of esBAF chromatin remodeling in mouse ES cells; hit rate 2% among 350,000; reporter increase, % at 12.5 µM; Bmi1-luciferase knock-in reporter, 24 h; 100% = twice the neutral-well signal; in the data active means activation above about 40%;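 further: 0% = median of the plate's neutral control wells and 100% = double that signal; a rise in the Bmi1 reporter signal indicates esBAF inhibition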
RAD52 anneal inh: RAD52 (human) annealing inhibition | P43351 | recombinant RAD52 DNA annealing, FRET fluorescence | inhibition, % at 18.7 µM | hit rate 0.46% among 360,000 | AID 651710;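 active means every replicate showing at least 50% inhibition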
E-sel inducer: induces E-selectin expression in human endothelial cells. P16581. hit rate 0.37% among 260,000. AID 686992. activation, % at 7.58 µM. HUVEC E-selectin immunofluorescence imaging; normalized: neutral wells 0, TNF-alpha wells 100;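 active means mean E-selectin-positive cell signal at least 10% of the positive control, reached in at least 60% of replicates, without over 20% cell loss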;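 further: in these data hits start at about 27%; measured in HUVEC primary endothelial cells; signal is the percent of cells scored E-selectin positive by PE staining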
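Test system: HUVEC | Signal: Immunofluorescence imaging | Read-out: Percent E-selectin-positive cells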
* marks the source's active call; other numbers are inactive results; x = not tested or not shown; & = joins results of further samples.

SMILES	FN deposition inh	S100A4 MyoIIA	XiGFP reactiv	EWS-Fli block	RAD54 inh	esBAF inh	RAD52 anneal inh	E-sel inducer
Cc1ccc(CNC(=O)CN2CCCC(C)C2)cc1 (configuration not stated)	x	1	x	x	12	-2	-2	x
COc1cc(CN2CCN(Cc3ccc(SC)cc3)CC2)cc(OC)c1O	-6	-2	0.1	6	x	x	-15	x
O=C(NCc1ccccc1)C1=C[C@@H](c2ccc3c(c2)OCO3)C[C@@H](OCCCCO)O1	-2	0&-11	0.1	-3&-7	10&0	3	-1&-39	-0.1
COC(=O)c1[nH]c2ccccc2c1NC(=O)c1ccccc1F	15	-1	0.4	5	1	x	-13	2.3
Cc1cccc(/C=N/NC(=O)NC23CC4CC(CC(C4)C2)C3)n1	3	-1	-0.1	-14	-11	x	-10	x
CCOc1ccc(N(CC(=O)NC2CCC(C)CC2)S(=O)(=O)c2c(C)noc2C)cc1 (configuration not stated)	1	-3	0.0	8	0	4	-1	x
Cc1[nH]nc(N)c1N=Nc1ccc(Br)cc1	5	-1	0.0	-13	x	x	0	0.4
CCC(=O)N1CC2(C1)[C@H](c1ccccc1)[C@@H](CO)N2CCC(F)(F)F	x	2	-0.1	-6	x	x	-4	0.1
COc1cc(/C=N/NS(=O)(=O)c2ccc3ccccc3c2)ccc1OCc1ccc(C(=O)O)cc1	1	3	-0.3	69*	-5	-54	-5	0.2
Cc1ccc(S(=O)(=O)NCCc2c[nH]c3ccccc23)cc1	0	-4	0.3	-5	-2	-10	-6	0.2
CC(=O)c1cccc(NC(=O)C(C)OC(=O)CCc2nc3ccccc3c(=O)[nH]2)c1 (configuration not stated)	5	1	0.0	3	x	x	-17	-0.3
O=C(COC(=O)c1cc(Br)ccc1Cl)NC(=O)NCc1ccccc1	-12	6	0.0	2	x	x	-22	x
COc1ccccc1CNC(=O)COC(=O)c1c(C)nn(-c2ccccc2)c1Cl	3	-12	0.2	1	10	x	-8	x
COc1ccccc1CN1CC[C@H]2[C@H](CO)Nc3ccc(-c4ccc(C(=O)N(C)C)cc4)cc3[C@H]21	-1	29	0.4	7	-15	0	-332	x
O=C(Cc1ccccc1)N[C@@H]1CC[C@H](CC(=O)N2CCOCC2)O[C@@H]1CO	-19	21	-0.3	-5	0	-15	16	0.0
CC(=O)N(C)C[C@@H]1Oc2cc(C#CC(C)C)ccc2S(=O)(=O)N([C@H](C)CO)C[C@@H]1C	-11	63	0.0	2	-15	-7	2	-0.3
COCCCNC(=O)CSc1nc2ccccc2c(=O)n1CCCN1CCCCC1	2	-1	-0.1	4	-11	-2	-14	0.0
Cc1ccc(S(=O)(=O)N/N=C2/CC(=O)CC(C)(C)C2)cc1[N+](=O)[O-]	0	-1	-0.2	4	-1	x	-18	x
O=S(=O)(Cc1ccccc1)N1CCCCN2[C@H](CO)[C@@H](c3ccc(-c4ccc(F)cc4)cc3)[C@H]2C1	x	3	0.2	-3	-4	-10	-13	0.2
Cc1c(C(=O)N2CCCCC2)c(S(=O)(=O)NCc2ccccc2Cl)c(C)n1C	1	2	0.1	x	5	-1	-4	x
CN(C(=O)c1cccc(NC(=O)Cc2ccc(NC(=O)C3CCCN(C(=O)C4CCCCC4)C3)cc2)c1)C1CCCCC1 (configuration not stated)	0	-2	0.0	-6	4	-1	-23	0.9
C[C@@H]1CN([C@H](C)CO)S(=O)(=O)c2ccc(-c3ccc(C(=O)N(C)C)cc3)cc2O[C@H]1CN(C)C(=O)C1CCC1	0	5	0.4	-11	-2	-10	-3	-0.1
CC(=O)c1ccc(S(=O)(=O)Nc2cccc(-c3cn4c(n3)SCC4)c2)cc1	-1	-6	0.0	-17	-1	5	-17	x
CC(=O)Nc1cccc(C(=O)NC2CCCc3c2cnn3-c2ccc(C(C)(C)C)cc2)c1 (configuration not stated)	-2	-1	0.3	x	-18	10	-1	2.0
Cc1cc(Br)ccc1OCCOCCN1CCCC1	6	0	0.0	-1	3	-4	1	x
CC1CC2C3CCC4=CC(=O)CCC4(C)C3CCC2(C)C1(O)C(=O)CO (configuration not stated)	-6	3	-0.1	-7	11	0	-14	1.4
CC(C)c1ccc(OCC(=O)NC2=NCCS2)cc1	-7	4	0.0	-90	0	23	-2	0.0
COc1ccc(CNC(=O)Nc2cc(C)cc(C)c2)cc1	-12	-2	-0.2	-26	x	12	-13	0.0
CCN(CC)c1ccc(C=NN2CCCCCC2)cc1	-3	-1	0.0	-5	7	10	-17	-0.1
Cc1noc(C)c1S(=O)(=O)Nc1ccc2c(c1)C(=O)N([C@H](C)CO)C[C@H](C)[C@@H](CN(C)CC1CC1)O2	-5	4	-1.2	2	11	-4	12	x
COC(=O)c1csc2c(C(F)(F)F)cc(N3CCN(C(=O)Nc4ccccc4)CC3)nc12	1	-4	0.3	20	2	5	-10	-0.1
Cc1ccc(C(C)C)cc1OCC(=O)Nc1nnc(C2CC2)s1	-11	-2	0.2	-20	5	-1	-6	-0.2
CCc1noc(C)c1C(=O)N1CCN(c2ccc([N+](=O)[O-])cc2)CC1	5	2	0.0	8	-11	1	-15	-0.1
CSc1ccc(CN(C)C(=O)c2cc(Cl)c3c(c2)OCCO3)cc1	3	1	-0.1	-4	-5	0	-46	0.2
CCN1C(=O)N(C)[C@@H](c2ccccc2)C(C(C)=O)=C1C	-4	-12	0.4	-2	2	13	-8	0.0
COc1ccccc1CNS(=O)(=O)c1ccc2c(c1)CC(C)N2C(=O)C1CCC1 (configuration not stated)	3	3	0.0	8	-3	-6	-12	0.1
CCCc1cn(CC[C@H]2CC[C@H](NC(=O)C3CCCCC3)[C@@H](CO)O2)nn1	x	-1	-0.2	-3	0	2	-5	-0.4
Cc1ccc(-c2csc(NC(=O)C3=COCCO3)n2)cc1C	1	-5	0.1	-26	-3	44*	-47	-0.2
CCCNC(=O)C[C@H]1CC[C@H]2[C@@H](COC[C@@H](O)CN2C(=O)c2ccc(F)cc2)O1	-6	1	0.0	0	0	9	-3	0.9
C[C@H](CO)N1C[C@H](C)[C@@H](CN(C)C(=O)c2ccccn2)Oc2cc(Br)ccc2S1(=O)=O	-8&4	-1&5	-0.8	-3&-4	6&-2	1&-3	-11&12	-1.3&-0.5
COc1ccc(NC(=O)COc2ccccc2Cc2ccccc2)cc1S(=O)(=O)N1CCOCC1	8	-3	0.0	21	x	x	-18	0.3
COCC(=O)N1CCC2(CC1)CN(C(=O)Cc1ccccc1)[C@@H](CO)c1c2c2ccc(OC)cc2n1C	x	7	0.3	-3	x	x	16	0.8
CCCn1c(SCC(=O)N2CCCCC2)nc2c1c(=O)n(C)c(=O)n2C	4	3	x	9	7	-1	-6	x
Cc1cc(=O)oc(C)c1C(=O)NCC(C)C	-11	-3	x	x	7	4	-9	x
CCOCCCn1c(SCC(=O)N2CCOCC2)nc2ccccc2c1=O	-1	-1	0.0	-4	-12	1	1	-0.1
CC(=O)c1ccc(N2CCN(C(=O)Nc3cccc(F)c3)CC2)cc1	-2	5	0.2	-9	x	x	-35	-1.6
Cn1cnc(S(=O)(=O)N2C[C@@H]3N[C@H](C2)C3c2ccc(/C=C/c3ccccc3)cc2)c1 (some centres not stated)	-6&-9	4&-4	0.0&0.0	40&0	x	x	42&44	-0.1&0.2
O=C(COC(=O)c1ccccc1Cl)NC(=O)NCc1ccccc1	9	-1	0.1	1	x	x	-4	x
CSCCC(NC(=O)c1ccccc1)C(=O)Nc1ccncc1 (configuration not stated)	0	-1	0.4	1	0	1	-15	1.7
C[C@H](CO)N1C[C@H](C)[C@@H](CN(C)C(=O)Nc2cccc3ccccc23)Oc2ccc(NC(=O)Nc3ccccc3)cc2C1=O	x	-2	-0.2	2	-6	-5	-5	-0.1
Cc1cc(NC(=O)NC(C)(C(F)(F)F)C(F)(F)F)no1	-1	-7	-0.1	1	-10	0	-10	-0.5
O=C(C[C@H]1CC[C@@H]2NC[C@H](O)COC[C@H]2O1)Nc1ccc(-c2ccccc2)cc1	-1	-3	0.2	-18	-3	-3	22	0.3
COc1ccccc1CNC(=O)C[C@H]1C=C[C@@H](NC(C)=O)[C@@H](CO)O1	-17	-22	0.1	0	0	5	-3	-0.3
O=C(C1CCCC1)N1C[C@H]2[C@@H](c3ccccc31)[C@@H](CO)N2C(=O)c1ccccc1F	14	5	0.0	-5	-1	-5	10	0.2
Cc1ccc(S(=O)(=O)N[C@@H]2CC[C@@H](CCNC(=O)c3ccc4c(c3)OCO4)O[C@@H]2CO)cc1	x	-2	-0.5	0	-1	-1	4	-1.0
N#CCCN(C(=O)COC(=O)c1cccc(S(=O)(=O)Nc2ccc([N+](=O)[O-])cc2)c1)c1ccccc1	-8	5	1.1	7	x	x	-4	-2.3
CCOc1cc(CO)cc(Br)c1OCC(=O)Nc1ccccc1C	17	2	0.0	3	2	-17	9	1.3
C[C@H](CO)N1C[C@H](C)[C@@H](CN(C)C(=O)Nc2ccccc2F)Oc2ncc(-c3ccc(F)cc3)cc2C1=O	3	12	-0.2	0	3	-8	-19	0.0
C[C@@H]1CN([C@H](C)CO)C(=O)c2cc(-c3ccc(F)cc3)cnc2O[C@H]1CN(C)C(=O)Cc1ccccn1	-3	-2	-0.4	0	-12	-3	-10	-2.4
CC(C(=O)NC(C)(C)C)n1c(-c2ccccc2)nc2ccccc21 (configuration not stated)	5	9	0.3	-70	x	x	-3	0.3
COc1ccccc1N(CC(=O)NC1CCCCC1)C(=O)CCC(=O)Nc1nccs1	2	-4	0.2	-8	-3	0	1	0.0
C#CCOCCOCCOCCNc1nc(N2CCN(C(=O)CCCCCCCCCCNC(=O)[C@H]([C@@H](C)CC)n3cc(CCCCN=C(N)N)nn3)CC2)nc(N2CCN(C(=O)CCCCCCCCCCNC(=O)[C@@H]([C@H](C)O)n3cc(C)nn3)CC2)n1	x	-13	x	x	-6	-38	38	x
Cc1ccc(C2=Nc3ccccc3N=C(c3ccc([N+](=O)[O-])cc3)C2)c(O)c1	-5	x	0.0	x	0	x	x	2.9

5 compounds drawn at random from the list so far:
SMILES	FN deposition inh	S100A4 MyoIIA	XiGFP reactiv	EWS-Fli block	RAD54 inh	esBAF inh	RAD52 anneal inh	E-sel inducer
CC(C(=O)NC(C)(C)C)n1c(-c2ccccc2)nc2ccccc21 (configuration not stated)	5	9	0.3	-70	x	x	-3	0.3
COc1ccccc1N(CC(=O)NC1CCCCC1)C(=O)CCC(=O)Nc1nccs1	2	-4	0.2	-8	-3	0	1	0.0
Cn1cnc(S(=O)(=O)N2C[C@@H]3N[C@H](C2)C3c2ccc(/C=C/c3ccccc3)cc2)c1 (some centres not stated)	-6&-9	4&-4	0.0&0.0	40&0	x	x	42&44	-0.1&0.2
CCOc1cc(CO)cc(Br)c1OCC(=O)Nc1ccccc1C	17	2	0.0	3	2	-17	9	1.3
CCOCCCn1c(SCC(=O)N2CCOCC2)nc2ccccc2c1=O	-1	-1	0.0	-4	-12	1	1	-0.1

3 entries out of the list above, ordered by the number in S100A4 MyoIIA, ascending.
SMILES	S100A4 MyoIIA
Cc1cc(NC(=O)NC(C)(C(F)(F)F)C(F)(F)F)no1	-7
CSCCC(NC(=O)c1ccccc1)C(=O)Nc1ccncc1 (configuration not stated)	-1
COCC(=O)N1CCC2(CC1)CN(C(=O)Cc1ccccc1)[C@@H](CO)c1c2c2ccc(OC)cc2n1C	7

Rows are unselected (roughly 3% active in at least one column).
